FLuc counter = inhibits or activates purified firefly luciferase, miR-21 counter-screen. P08659. purified FLuc, Km substrates, luminescence inhibition. Potency, µM (top dose mostly 57.5 µM), without a hit: at the top dose activity change, negative = inhibition, usual class: inhibitors. 360,000 compounds, 6.9% hits. AID 588342; active = well fitted inhibition curve with a large enough effect; inconclusive = small, poorly fitted or top-dose-only effect;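 note: plate controls were vehicle for no effect and reference inhibitor for full effect; nearly all actives have a fitted effect of over 55% in size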
Target sequence (P08659 whole entry, looked up): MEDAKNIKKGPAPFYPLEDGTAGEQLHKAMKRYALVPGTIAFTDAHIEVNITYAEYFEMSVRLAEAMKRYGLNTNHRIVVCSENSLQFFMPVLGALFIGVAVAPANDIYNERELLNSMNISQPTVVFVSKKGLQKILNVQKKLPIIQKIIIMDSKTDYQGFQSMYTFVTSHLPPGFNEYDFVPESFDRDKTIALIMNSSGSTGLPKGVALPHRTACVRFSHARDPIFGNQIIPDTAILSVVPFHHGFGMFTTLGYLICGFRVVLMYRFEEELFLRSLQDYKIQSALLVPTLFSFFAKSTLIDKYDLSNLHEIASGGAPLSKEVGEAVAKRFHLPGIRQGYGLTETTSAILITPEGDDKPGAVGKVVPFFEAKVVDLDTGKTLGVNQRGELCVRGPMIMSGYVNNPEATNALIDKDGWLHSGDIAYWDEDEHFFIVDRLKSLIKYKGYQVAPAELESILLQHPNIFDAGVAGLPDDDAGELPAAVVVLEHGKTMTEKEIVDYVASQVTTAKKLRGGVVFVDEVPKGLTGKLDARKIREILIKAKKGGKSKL
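Biochemical qHTS of compounds, final roughly 60 µM downward over six points, against 10 nM purified firefly luciferase using Km concentrations of substrates (10 uM D-luciferin, 10 uM ATP) in Tris acetate pH 7.5 buffer; luminescence output.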
Active calls of the source: *; ? = inconclusive. Potency is the fitted concentration of half-maximal effect. This is a subset; the hit share may differ from the screen's.

SMILES	FLuc counter
CCCCSCCCNC(=O)c1cn(CC)c2ccc(S(=O)(=O)N(C)C3CCCCC3)cc2c1=O	-18.0%
CCOC(=O)c1sc(NC(=O)/C=C/c2ccc(OCC)cc2)c(C(=O)OCC)c1C	-1.1%
COc1cccc(NC(=O)c2sc3nc(C)c(C(=O)Nc4ccc(C)cc4C)c(-c4ccc(Br)cc4)c3c2N)c1	-4.9%
O=C(NCc1ccco1)c1ccc2c(c1)N(Cc1cccc(Cl)c1)C(=O)c1ccccc1S2(=O)=O	-3.1%
COc1cccc(C(=O)Nc2ccc(Cl)c(-c3nc4ccccc4[nH]3)c2)c1	?
c1ccc(C(c2cccs2)c2c[nH]c3ccccc23)cc1 (centres undefined)	-18.3%
COc1ccccc1-c1noc(-c2ccc(NCc3ccco3)c([N+](=O)[O-])c2)n1	?
CCN(CC)CCNC(=O)C1CCCN(c2nnc(C)c3c(C)n(-c4ccc(Cl)cc4)nc23)C1 (centres undefined)	-5.7%
COc1ccc2c(c1)-c1nc(NC(=O)c3ccc(OC)c(Br)c3)sc1CC2	-1.6%
COC(=O)C1=C(C)NC(=O)C1(NC(=O)c1ccccc1C)C(F)(F)F (centres undefined)	1.0%
CCCOc1ccc(C2c3c(oc4ccccc4c3=O)C(=O)N2c2nc(C)c(C(=O)OCC)s2)cc1 (centres undefined)	1.4%
Cc1c(NC(=O)Cc2ccc(F)cc2)cccc1-c1nc2cccnc2s1	-1.2%
O=S(=O)(c1ccccc1)c1nc(-c2cccs2)oc1SCc1ccccc1F	-0.6%
Cc1cc(=O)n(Cc2ccc(Cl)cc2)c2c1c(C)nn2-c1ccccc1	0.9%
COc1ccc(N2CCN(C(=O)CCc3c(C)nn(-c4ccc(N5CCCC5)nn4)c3C)CC2)cc1	-9.1%
Cc1ccc(NC(=O)Cn2c(=O)c3ccc(Cl)cc3n3nncc23)cc1	-1.1%
COc1cccc(CNC(=O)Cn2nc(-c3ccc(C)cc3)ccc2=O)c1	-2.1%
CCN(c1ccccc1)S(=O)(=O)c1ccc(NC(=O)c2cc(=O)c3cc(C)c(C)cc3o2)cc1	-0.1%
COc1cc(C(=O)NCCc2csc(-c3ccc(Cl)cc3)n2)cc(OC)c1OC	-18.0%
Cc1ccc(C2=Nc3ccccc3N=C(c3ccc(F)cc3)C2)c(O)c1	-1.9%
COc1ccc(CNC(=O)CC2N=C3c4ccccc4N=C(SCC(=O)Nc4ccc(N(C)C)cc4)N3C2=O)cc1 (centres undefined)	-14.5%
COc1ccc(-c2cc(C(F)(F)F)nc(SCCC(=O)Nc3ccc(OC)c(OC)c3)n2)cc1	0.2%
CCOc1ccc(-c2cc(NC(=O)c3c(F)cccc3F)c(C(=O)OC)s2)cc1	-1.5%
Cc1ccc(NC(=O)c2ccccc2Br)c(C(=O)c2ccccc2)c1	-0.8%
CCCCn1c(=O)c2oc3ccccc3c2n(Cc2cccc(C)c2)c1=O	5.4%
CCOC(=O)c1ccc(NC(=O)CSc2nc3ccccc3c(=O)n2CCNC(C)=O)cc1	1.3%
CCN(C(=O)c1cc2c(=O)oc3ccc(C)cc3c2s1)c1ccccc1C	6.4%
COc1ccc2nc(NC(=O)c3nc(SCc4cccc(C)c4)ncc3Cl)sc2c1	-4.6%
O=C(Nc1cccc(Cl)c1)C1CCN(S(=O)(=O)Cc2ccccc2)CC1	-2.5%
COc1ccccc1N1CCN(CCCNC(=O)c2nnc(Cc3ccc(F)cc3Cl)o2)CC1	-5.5%
CCOC(=O)c1ccc(NC(=O)CSc2nnc3c4ccccc4n(CC)c3n2)cc1	-2.0%
COc1ccccc1N1CCN(S(=O)(=O)c2c(C)nc3sc(C)c(C)n3c2=O)CC1	5.7%
Cc1ccc(C)c(N2CCN(c3nc4c(S(=O)(=O)c5ccccc5)nnn4c4ccc(Cl)cc34)CC2)c1	3.0%
CCOc1ccc(Cn2c(CNS(=O)(=O)c3cccc(Cl)c3)nc3cccnc32)cc1	-10.6%
COc1ccc(NC(=O)CSc2nc(-c3ccco3)cc(C(F)(F)F)n2)c(OC)c1	0.1%
CCOC(=O)c1ccc(N=C2SC(C(=O)Nc3ccccc3)CC(=O)N2C)cc1 (centres undefined)	4.7%
CCCC(=O)n1nc(-c2ccco2)nc1NCc1ccccc1Cl	-3.5%
CC(=O)N1CCc2c(sc3c2c(=O)n(CCc2ccccc2)c(=O)n3CC(=O)Nc2ccccc2F)C1	-8.9%
CCc1ccccc1NC(=O)Cn1nnc(-c2nc(-c3ccncc3)no2)c1N	-0.7%
Cc1cc(C)cc(NC(=O)Nc2ccc3nc(N4CCN(C)CC4)cc(C)c3c2)c1	-19.7%
COCCCNc1ncnc2c1nnn2C	0.3%
CCOCCCNC(=O)c1cc2c(=O)[nH]c3ccccc3c2n1C	1.4%
Fc1ccc(C2=CC(c3ccc(F)cc3)n3c(nc4ccccc43)N2)cc1 (centres undefined)	10.7µM*
CCOC(=O)COc1ccc(C)cc1C(=O)c1ccn2nc(-c3ccc(C)cc3)cc2n1	4.9%
Cc1ccc2c(c1)c1c(c(=O)n(Cc3ccccc3)c(=O)n1CC(=O)Nc1ccccc1F)n2C	-0.9%
Cc1cccn2c(=O)c3cc(C#N)c(=O)n(-c4nnc(SCc5ccccc5F)s4)c3nc12	3.9%
COc1ccc(CCNC(=O)CCc2c(C)c3cc4c(C)coc4c(C)c3oc2=O)cc1OC	-12.7%
COc1ccc(Br)cc1CNC(=O)CCCn1c(=O)c2cccn2c2ccccc21	-7.0%
Cc1ccc(CNC(=O)c2nc(S(=O)(=O)Cc3ccc(C)cc3)ncc2Cl)cc1	1.6%
Cc1cccc(OC(=O)c2cc(-c3ccc4c(c3)OCCO4)on2)c1C	5.36µM*
CC1CCCc2sc3nc(SCC(=O)c4ccc(Br)cc4)nc(N)c3c21 (centres undefined)	-1.2%
O=C(COc1ccc(Cl)cc1Cl)Nc1ccc(C(=O)OC2CCCCC2)cc1	-11.4%
CCOc1ccccc1CNC(=O)Cn1nc(C)c2nn(-c3ccc(Cl)cc3)c(C)c2c1=O	3.4%
O=C(Nc1ccc2oc(-c3ccc(Cl)cc3)nc2c1)c1ccc2ccccc2c1	1.1%
CC(=O)N1CCCc2cc(S(=O)(=O)N(C)CC(=O)Nc3ccc(Cl)cc3C)ccc21	-10.9%
CCOC(=O)c1c(C)c(C(=O)NCc2ccc(Cl)cc2)c(C)n1CC	1.2%
COc1ccccc1CN1CCC(CNC(=O)c2cnn(-c3cccc(Cl)c3)c2C2CCN(C(=O)OC(C)(C)C)CC2)CC1	-2.6%
Cc1cc2c(cc1S(=O)(=O)N(CCN(C)C)Cc1ccccc1)OCC(=O)N2	-1.9%
O=c1oc2c(CN3CCOCC3)c(O)ccc2cc1-c1ccccc1	-2.6%
CC(C)OCCCN(Cc1ccco1)C(=O)c1cc2c(s1)-c1ccccc1OC2	-11.0%

Next section
SMILES	FLuc counter
Cc1sc2ncn(CC(=O)N3CCN(c4ccccc4F)CC3)c(=O)c2c1S(=O)(=O)N1CCN(c2ncccn2)CC1	5.6%
CCn1cc(C(=O)N2CCN(c3cc(C)ccc3C)CC2)c(=O)c2cc(S(=O)(=O)N3CCOCC3)ccc21	-5.9%
CCc1ccc(NC(=O)Cn2nnc(C(=O)NCc3ccc(C)cc3)c2N)cc1	-0.7%
CCCOc1ccc(-c2cccc(NS(=O)(=O)c3ccc(CC)cc3)c2)nn1	?
COc1cccc(-n2c(=O)c3c(C)c(C)sc3n(Cc3ccccc3C#N)c2=O)c1	2.4%
COc1ccc(CCNC(=O)c2ccc3c(c2)N(Cc2c(F)cccc2Cl)C(=O)CS3)cc1OC	-4.6%
COc1ccc2occ(CC(=O)Nc3ccc(S(=O)(=O)Nc4nccc(C)n4)cc3)c2c1	?
CCN(CC)CCCNC(=O)c1ccc2nc(CCc3ccccc3)oc2c1	-1.9%
CCc1c(C)sc2c1CCN(Cc1ccc(F)cc1)C2c1ccccc1 (centres undefined)	1.8%
COc1ccc(OCc2ccc(-c3nc(C#N)c(NCc4ccccc4)o3)o2)cc1	-1.1%
CCCCCn1cc2c(c1-c1ccc(Br)cc1)c(=O)n(C)c(=O)n2C	2.9%
Cc1cc(-c2ccc(C)c(S(=O)(=O)N3c4ccccc4CC3C)c2)on1 (centres undefined)	3.1%
COc1cccc(C(=O)Nc2nc3nc(C)c(Cc4ccccc4)c(=O)n3[nH]2)c1	?
CC(CNC(=O)c1cc2ccccn2n1)c1ccccc1 (centres undefined)	?
Cc1cccc(Cn2ccn(Cc3ccc(Cl)cc3)c(=O)c2=O)c1	4.8%
COc1cc(C(=O)N2CCN(CCc3ccccn3)CC2)cc(OC)c1OC	-1.7%
Cc1ccc(CNC(=O)c2oc3ccc(S(=O)(=O)N4CCCC(C)C4)cc3c2C)cc1 (centres undefined)	2.3%
COc1ccc(CCNC(=O)CCn2c(=O)c3ccccc3n(CC(=O)Nc3ccc(C)cc3C)c2=O)cc1OC	-0.1%
Cn1c(=O)oc2cc(S(=O)(=O)N3CCCC(C(=O)N4CCN(c5cccc(Cl)c5)CC4)C3)ccc21 (centres undefined)	-5.7%
COc1ccc(NC(=O)CCc2nc3c(C)nn(-c4ccc(C)cc4)c3n(C)c2=O)cc1	0.3%
Cc1cccc(C(=O)N2CCc3cc(CNC(=O)c4ccc(Br)o4)ccc32)c1	2.6%
COc1ccc2c(c1)c1c(c(=O)n(-c3ccccc3)c(=O)n1CC(=O)NCCC1=CCCCC1)n2C	0.2%
COc1cccc(CNC(=O)C2CCN(c3nnc(-n4c(C)ccc4C)s3)CC2)c1OC	-4.2%
Cc1ccccc1CNC(=O)Cn1nc(C)c2nn(-c3ccc(Cl)cc3)c(C)c2c1=O	-6.2%
Cc1ccc2nc(-c3ccsc3)c(Nc3ccc(Cl)cc3)n2c1	-5.3%
Cc1cc(C)cc(C(=O)N(Cc2nc(-c3ccc(Cl)cc3)no2)C(C)C)c1	-9.3%
COc1ccc(Cn2ccc3nc(C)c(C(=O)Nc4ccc(OC)cc4)cc3c2=O)cc1	-2.9%
Cc1ccc(CN2CCc3nc(N4CCN(C)CC4)ncc3C2)cc1	-2.0%
CCc1ccc(-c2cc3c(N4CCN(c5ccccc5)CC4)nccn3n2)cc1	19µM*
COc1ccc(C2CC(=O)Nc3c2c(=O)nc2c(C)cccn32)cc1 (centres undefined)	-12.3%
Cc1ccccc1-c1ncnn1-c1sc2c(c1C#N)CCCCC2	0.338µM*
CC(NC(=O)C1CCN(C(=O)N2CCOc3ccc(Cl)cc32)CC1)c1ccccc1 (centres undefined)	-7.6%
Cc1cccc2sc(N(Cc3cccnc3)C(=O)COc3ccccc3)nc12	-16.2%
O=C(NCc1ccccc1)c1ccc(CS(=O)(=O)c2c(Cl)cccc2Cl)o1	-3.0%
CCCN(CCC)CCCNC(=O)c1cnn(-c2ccc(F)cc2)c1-n1cccc1	-0.3%
Cc1ccc(-c2nc3ccccn3c2Nc2ccc3c(c2)OCCO3)o1	?
CCC1CN(C(=O)N2CCC(C(=O)NCc3cccs3)CC2)c2cc(C)ccc2O1 (centres undefined)	-2.7%
O=C(CCn1c(=O)c2ccccc2n(CC(=O)Nc2cccc(F)c2)c1=O)NCCc1ccccc1	1.1%
COc1ccc(C)cc1NC(=O)Cc1ccc(NC(=O)N2CCCCc3ccccc32)cc1	?
Cc1c(-c2nc(-c3ccccc3)no2)nnn1-c1cccc(C(F)(F)F)c1	-2.0%
COc1ccc(Cn2ccc3nc(C)c(C(=O)N4CCN(c5ccccc5)CC4)cc3c2=O)cc1	5.4%
Cn1c(=O)c2c(SCC(=O)NCc3ccco3)nc(-c3ccccc3F)nc2n(C)c1=O	-2.3%
COC(=O)c1c(NC(=O)c2cc3nc(-c4ccc(OC)cc4)cc(C(F)(F)F)n3n2)sc2c1CCCC2	-1.4%
CC12CN3CC(c4ccccc4)(CN(C1)C3c1ccc(O)cc1)C2=O (centres undefined)	-9.0%
Cc1nc2ccn(Cc3cccnc3)c(=O)c2cc1C(=O)N1CCN(c2ccc(F)cc2)CC1	-3.5%

2 entries from above, as labelled records:
COc1ccc(C)cc1NC(=O)Cc1ccc(NC(=O)N2CCCCc3ccccc32)cc1
  FLuc counter = ?

Cc1c(-c2nc(-c3ccccc3)no2)nnn1-c1cccc(C(F)(F)F)c1
  FLuc counter = -2.0%

Returning to the listing, repeating the seven entries before the break.
SMILES	FLuc counter
COc1ccc(C)cc1NC(=O)Cc1ccc(NC(=O)N2CCCCc3ccccc32)cc1	?
Cc1c(-c2nc(-c3ccccc3)no2)nnn1-c1cccc(C(F)(F)F)c1	-2.0%
COc1ccc(Cn2ccc3nc(C)c(C(=O)N4CCN(c5ccccc5)CC4)cc3c2=O)cc1	5.4%
Cn1c(=O)c2c(SCC(=O)NCc3ccco3)nc(-c3ccccc3F)nc2n(C)c1=O	-2.3%
COC(=O)c1c(NC(=O)c2cc3nc(-c4ccc(OC)cc4)cc(C(F)(F)F)n3n2)sc2c1CCCC2	-1.4%
CC12CN3CC(c4ccccc4)(CN(C1)C3c1ccc(O)cc1)C2=O (centres undefined)	-9.0%
Cc1nc2ccn(Cc3cccnc3)c(=O)c2cc1C(=O)N1CCN(c2ccc(F)cc2)CC1	-3.5%
CCc1ccccc1NC(=O)CN1C(=O)c2ccccc2Sc2ncccc21	-8.0%
O=C(NCc1ccc2c(c1)CCN2C(=O)c1ccncc1)c1cccc(F)c1	5.8%
CCOc1nc(NC(=O)NS(=O)(=O)Oc2ccc(Cl)cc2)nc(-c2ccccc2)n1	?
COc1cccc(CNC(=O)C2CCCN(c3ncnc4onc(-c5ccc(F)cc5)c34)C2)c1 (centres undefined)	6.7%
O=c1c2[nH]c3ccccc3c2nc(SCc2ccccc2F)n1-c1ccc(F)cc1	1.3%
CC(c1ccccc1)n1cc2c(c1-c1ccccc1Br)c(=O)n(C)c(=O)n2C (centres undefined)	-17.9%
O=c1oc2ccc3ccccc3c2cc1-c1nnc(Nc2ccccc2)s1	1.9%

Bioassay records: PubChem, National Center for Advancing Translational Sciences (NCATS)
